Assay outcomes as filed in PubChem.
EBV gp42 block: EBV gp42 inhibition | Q1HVG2 | 220,000 compounds, 0.42% hits | inhibition, % (tested at 21.74 µM) | AID 1085 | Fluorescence polarization binding assay, mP read-out; in the data active = inhibition above about 50%
Target sequence (Q1HVG2 whole entry, looked up): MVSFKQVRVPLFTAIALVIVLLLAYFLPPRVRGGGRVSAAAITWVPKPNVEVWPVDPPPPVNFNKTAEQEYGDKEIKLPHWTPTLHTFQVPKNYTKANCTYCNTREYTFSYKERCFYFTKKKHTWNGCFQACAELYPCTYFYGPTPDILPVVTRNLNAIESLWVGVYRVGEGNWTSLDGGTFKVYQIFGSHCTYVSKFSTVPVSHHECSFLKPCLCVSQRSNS
TRPML3 ag: human mucolipin-3 channel agonism | Q8TDD5 | HEK293 TRPML3-YFP, Fluo-8 calcium fluorescence; 100% = the carbachol control signal | activation, % at 3 µM | 220,000 compounds, 0.29% hits | AID 1448;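 active = activation above its plate's cutoff, the mean activation of the plate's test wells plus 3 SD, cut at about 12% in these data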;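 also: 0% = DMSO only wells and 100% = carbachol wells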
Target sequence (Q8TDD5 whole entry, looked up): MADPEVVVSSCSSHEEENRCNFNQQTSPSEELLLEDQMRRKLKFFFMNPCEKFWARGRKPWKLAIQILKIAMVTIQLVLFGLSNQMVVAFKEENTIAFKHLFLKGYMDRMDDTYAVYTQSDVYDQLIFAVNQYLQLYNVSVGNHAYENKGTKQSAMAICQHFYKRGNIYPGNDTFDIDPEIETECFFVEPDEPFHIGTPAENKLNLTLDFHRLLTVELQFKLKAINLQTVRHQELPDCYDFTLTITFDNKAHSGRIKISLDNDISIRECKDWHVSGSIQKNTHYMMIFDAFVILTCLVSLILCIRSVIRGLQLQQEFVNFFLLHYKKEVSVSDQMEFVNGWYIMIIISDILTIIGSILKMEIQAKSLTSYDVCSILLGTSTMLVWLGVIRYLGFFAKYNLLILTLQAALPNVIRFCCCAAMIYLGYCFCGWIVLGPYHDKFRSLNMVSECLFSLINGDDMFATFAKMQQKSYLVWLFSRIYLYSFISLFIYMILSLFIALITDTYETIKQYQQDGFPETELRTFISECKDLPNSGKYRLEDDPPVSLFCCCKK
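system = HEK293 cells stably carrying human TRPML3-YFP | doses = one concentration, 3 µM nominal, 0.3% DMSO | timing = dye loading 1 h 37 °C then 30 min ambient, 125 s read | detection = Fluo-8 calcium dye fluorescence, ex 470-495, em 515-575 nm | benchmarks = high control carbachol 87 µM, low control DMSO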
zfTRPN1 agonist: zebrafish TRPN1 (NompC) channel agonism. HEK293 zebrafish TRPN1-YFP, Fluo-8 calcium fluorescence; 100% = response to 87 µM carbachol. 220,000 compounds, 0.18% hits. activation, % at 3 µM;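 active = activation above its plate's cutoff, the mean activation of test wells on that plate plus 3 SD, cut at about 19% in these data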;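 also: 0% = DMSO alone and 100% = 87 µM carbachol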
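Assay system: Zebrafish TRPN1-YFP in HEK293 cells | Incubation: Dye loading 1 h at 37 °C, then 30 min room temperature | Measured by: Kinetic Fluo-8 fluorescence, ex 470-495, em 515-575 nm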
PPC-1+TRAIL kill: PPC-1 cancer cell killing with TRAIL present; AID 1443; 220,000 compounds, 0.41% hits; cell killing (% activity), % at 4 µM; PPC-1 cells + TRAIL, ATPLite viability luminescence;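 active = cell killing above 50% in the first pass at 4 µM, then a duplicate retest at 5 µM averaging 50% or more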;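 also: plate controls were cells with TRAIL plus DMSO for no effect and medium-only wells lacking cells for full effect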
Furin inh: blocks human furin protease activity | P09958 | purified furin, fluorogenic substrate cleavage | inhibition, % at 30 µM | 220,000 compounds, 0.061% hits | AID 463115; in the data active = inhibition above about 25%; also: inactives centre near -15
Cl transport mod: KCC2 (human) Cl- transport modulation. Q9H2X9. KCC2 cells, thallium flux FluoZin-2 fluorescence. B-score of Tl+ flux slope (higher = more flux/activation; lower = inhibition) at 10 µM. 190,000 compounds, 2.2% hits. AID 1456;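 active = thallium flux slope and its plate-corrected score both differing from the plate sample mean at a set confidence after two filtering rounds, in either direction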;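 also: slope of fluorescence scaled to starting intensity during 10 to 20 s after thallium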
Thrombin inh: inhibitors of human thrombin; P00734; alpha-thrombin, Boc-VPR-AMC fluorogenic substrate cleavage; inhibition, % at 5 µM; 220,000 compounds, 0.26% hits; AID 1046;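 active = inhibition at or above 40%; inactive = inhibition below 40%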;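 also: 0% = enzyme with no compound and 100% = wells without enzyme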
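Test system: human alpha-thrombin protein / Dosing: one concentration per compound, 5 µM, with 0.2% DMSO / Medium: pH 7.5 Tris-saline with Tween 20 / Benchmarks: no-compound enzyme wells and no-enzyme blanks / Read-out basis: percent inhibition of thrombin substrate cleavage / Timing: reaction at room temperature / Measured by: fluorescence, ex 355 nm, em 460 nm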
TbHK1 inh: blocks Trypanosoma brucei hexokinase 1 activity. 220,000 compounds, 0.11% hits. inhibition, % at 10 µM. recombinant TbHK1, G6PDH-coupled NADH A340. AID 1430;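 active = inhibition of 50% or more in the single-dose primary screen; inactive = inhibition below 50%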
Calpain2 inh: blocks pig calpain II enzyme activity; purified calpain II, fluorogenic peptide substrate, 30 min; inhibition, % at 16 µM; 220,000 compounds, 0.37% hits;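 active = inhibition above about 50%, limit read from the data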
Numbers without * were called inactive; · = not tested or not shown; [ ] = remark or other dose.

Each structure is followed by: EBV gp42 block | TRPML3 ag | zfTRPN1 agonist | PPC-1+TRAIL kill | Furin inh | Cl transport mod | Thrombin inh | TbHK1 inh | Calpain2 inh
Cc1nc(C(=O)NC2CC2)sc1C1(C)CC(c2cccc([N+](=O)[O-])c2)=NO1 (centres undefined)
 : -5.8 | · | · | 34.7 | -31.3 | 1.29 | -0.2 | -12.5 | -4.0
CCOC(=O)NC1(C(F)(F)F)NC(=O)N(c2ccc(F)cc2)C1=O (centres undefined)
 : 2.0 | 0.8 | 0.3 | 3.0 | -6.6 | 0.52 | -5.6 | -0.4 | 16.0
CC(C)(C)C(=O)NC1(C(F)(F)F)NC(=O)N(c2ccccc2F)C1=O (centres undefined)
 : -11.0 | 0.5 | -1.4 | 5.6 | -24.8 | 0.525 | -7.5 | -5.0 | -19.2
Cc1ccccc1-n1nc(C(=O)c2cccs2)cc(-c2nc3ccccc3[nH]2)c1=N
 : 5.2 | 0.0 | -0.3 | 9.5 | -12.1[20 µM] | 0.0898 | 0.6 | -9.1 | -49.5
C/C=C/COC(=O)c1[nH]c2c(c1C)C(=O)CC(c1ccc(N(C)C)cc1)C2 (centres undefined)
 : -5.4 | -0.2 | -0.9 | 18.7 | -19.6 | -0.432 | -4.4 | 1.3 | 5.0
CCOC(=O)c1c(NC(=O)Cn2nc([N+](=O)[O-])c(Br)c2C)sc2c1CCC(C)C2 (centres undefined)
 : -12.7 | 0.5 | -0.3 | 7.2 | -5.4[20 µM] | 0.871 | 5.1 | -9.9 | 18.2
N/C(=N\OC(=O)c1ccco1)c1cccnc1
 : -5.5 | 0.9 | -0.1 | -12.5 | 3.0 | -0.118 | -10.0 | 0.9 | -3.1
COCCN(C(=O)/C=C/c1cccc([N+](=O)[O-])c1)c1c(N)n(Cc2ccccc2)c(=O)[nH]c1=O
 : -7.8 | -0.5 | 1.0 | 0.6 | 9.5 | · | -2.4 | -5.2 | -20.1
Cc1cc(CSC(=N)N)c(CSC(=N)N)cc1C
 : -6.0 | 1.0 | 0.6 | 17.8 | -7.8 | -0.275 | -3.6 | -10.8 | -10.8
CC1CCCN(C(=O)C23CCC(C)(C(=O)C2)C3(C)C)C1 (centres undefined)
 : -15.4 | 0.9 | 0.4 | 33.5 | -1.5[20 µM] | · | 0.9 | -3.5 | 6.5
CCn1ncc(Br)c1C(=O)Nc1ncc(C)s1
 : -9.3 | 0.9 | -0.5 | 19.2 | -26.8 | 0.789 | · | -4.8 | 10.0
COc1ccc(C(=O)Nc2ccccc2C(=O)NC(Cc2c[nH]c3ccccc23)C(=O)O)cc1 (centres undefined)
 : -5.5 | 0.6 | 0.1 | 6.5 | -39.3 | -0.897 | -8.7 | 1.2 | 28.4
COc1c(C)cc(C(=O)C2CCCN(C(=O)c3ccc4cc[nH]c4c3)C2)cc1C (centres undefined)
 : -1.1 | 0.7 | -0.3 | 5.5 | -22.1 | · | 2.5 | 5.4 | -4.8
O=C(O)CCCCCCC1C(=O)NC(=O)N1CCC(O)C1CCCCC1 (centres undefined)
 : -10.3 | 2.8 | 0.6 | 25.4 | -13.3 | -1.82 | 4.2 | 0.8 | -1.6
O=C(O)CN1C(=O)C2C3C=CC(C3)C2C1=O (centres undefined)
 : -27.1 | 0.5 | 1.4 | 16.4 | -28.7 | -0.598 | -1.7 | 20.4 | -13.3
OCC1(CCCc2ccccc2)CCN(Cc2ccc(F)cc2)CC1
 : -4.0 | 0.7 | 0.7 | · | -33.6 | -0.46 | -8.0 | 4.8 | -24.0
COc1ccccc1CNC(=O)/C=C/c1ccc(Br)o1
 : 15.3 | 0.0 | -0.3 | 0.4 | -23.3 | -0.67 | 1.6 | -6.6 | -77.6
CCSC(C)CC1CC(=O)CC(=O)C1 (centres undefined)
 : -29.0 | 0.7 | -0.3 | -1.4 | -15.5 | 0.0291 | -2.1 | 11.3 | -15.9
CC1CCN(c2nc(-c3ccncc3)nc3ccccc23)CC1
 : -7.9 | -1.5 | -2.4 | -16.6 | -12.7 | -1.88 | -1.6 | -12.0 | 22.8
O=C(OCC#CCSc1nc2ccccc2o1)c1cc2ccccc2o1
 : 8.8 | -0.1 | 0.3 | -1.3 | -23.2[20 µM] | -0.0433 | -3.0 | 8.9 | 15.3
Cn1c(=O)n(CCc2ccccc2)c(=O)c2c1nc1n2CCCN1CCc1ccccc1
 : 0.6 | -0.8 | -1.0 | 7.9 | 15.6 | 0.0358 | 10.2 | -1.6 | 68.7*
Cc1ccc(-c2noc(CCCC(=O)Nc3cccnc3)n2)cc1
 : -24.4 | 4.5 | 5.8 | 26.4 | -23.0 | -0.266 | -0.6 | -8.4 | -14.3
O=c1n(CCCN2CCN(c3cccc(Cl)c3)CC2)nc2ccccn12
 : -6.8 | 0.5 | 2.1 | 16.5 | -22.4 | -0.424 | -1.8 | -39.4 | -108.9
COc1cccc2cc(C(=O)OC3CCN(C)CC3)c(=O)oc12
 : -26.4 | -0.1 | 0.2 | 10.4 | -5.3 | -0.212 | -5.4 | -5.3 | -0.6
CC(/C=C1\SC(=S)N(NC(=O)c2ccc(C)cc2)C1=O)=C\c1ccccc1
 : 1.9 | 1.0 | -1.4 | -1.3 | -5.2[20 µM] | · | 4.6 | -19.0 | -13.7
CC1CSc2ccccc2NC1=S (centres undefined)
 : 5.4 | 0.0 | 0.5 | 16.3 | -8.7[20 µM] | 2.2 | -4.9 | -3.2 | 13.9
Cc1nc([N+](=O)[O-])cn1-c1ccc(N)cc1
 : -0.9 | 0.7 | -0.5 | 4.5 | -11.6 | 0.136 | -4.3 | -19.1 | -5.9
CCOC(=O)C1=C(C)NC(=O)NC1c1ccoc1 (centres undefined)
 : -3.9 | 1.1 | -0.3 | 24.1 | -12.5 | · | 3.5 | -6.2 | 30.7
O=S(=O)(c1ccc(F)cc1)n1ccc2cccnc21
 : -0.5 | -0.3 | 0.0 | 6.9 | -18.3[20 µM] | · | -5.1 | -3.7 | 7.9
COc1ccc(NC(=O)CCN2CCOCC2)c(OC)c1
 : -13.0 | 0.0 | 0.8 | 0.2 | -15.5 | -0.0733 | -5.9 | -8.2 | -18.2

Calpain2 inh: entries above that show a hit.
SMILES | EBV gp42 block | TRPML3 ag | Furin inh | Cl transport mod | Thrombin inh | TbHK1 inh | Calpain2 inh
Cn1c(=O)n(CCc2ccccc2)c(=O)c2c1nc1n2CCCN1CCc1ccccc1 | 0.6 | -0.8 | 15.6 | 0.0358 | 10.2 | -1.6 | 68.7*

(cont.)
Each structure is followed by: EBV gp42 block | TRPML3 ag | zfTRPN1 agonist | PPC-1+TRAIL kill | Furin inh | Cl transport mod | Thrombin inh | TbHK1 inh | Calpain2 inh
Cc1cc(=O)[nH]c(SCC2(O)C3CC4CC(C3)CC2C4)n1 (centres undefined)
 : -17.5 | 0.4 | -0.5 | 13.4 | -17.2 | · | 3.0 | -5.0 | -10.0
CCOC(=O)CSc1nc2ccccc2c(=O)n1CC1COc2ccccc2O1 (centres undefined)
 : -25.9 | 0.4 | 0.1 | 17.9 | -17.9 | -0.0319 | -6.1 | 0.9 | 15.9
CCCCCOC(=O)C1[C@H]2C(=O)N(CCCOC)C[C@]23C=C[C@H]1O3 (some centres undefined)
 : -7.7 | 0.4 | 0.0 | 4.6 | -9.9 | · | 2.3 | -3.7 | -19.1
Cn1c(Cc2csc(N)n2)nnc1SC/C=C/c1ccccc1
 : 0.3 | 0.4 | 1.1 | 19.2 | -29.9[20 µM] | · | -3.1 | 5.4 | 12.0
N#CC1=C2SCN(c3ccccc3)CN2C(=O)CC1c1ccccc1Cl (centres undefined)
 : -26.4 | 0.9 | 0.8 | 6.2 | -18.4 | · | 0.2 | -7.6 | -24.5
O=S(=O)(NCCc1csc(-c2cccnc2)n1)c1ccc(Cl)s1
 : -7.3 | 1.9 | 7.3 | -5.9 | -17.7 | -0.512 | -0.6 | 0.7 | -2.1
COc1ccc(NC(=O)Nc2ccc3oc(C)nc3c2)cc1
 : -5.3 | 1.1 | 1.9 | 26.1 | -1.6 | -0.0434 | · | 9.6 | 20.7
COc1ccccc1OCCOCCOc1ccc(C)cc1[N+](=O)[O-]
 : 8.3 | -0.3 | -0.1 | -13.4 | 4.9 | 0.23 | -6.6 | 34.1 | 18.6
Cc1ccc(SC[C@H](c2ccccc2)N2CCN(CC(C)C)CCC2=O)cc1
 : -9.3 | · | · | 10.1 | -7.2 | -0.0427 | -7.3 | -3.3 | 29.2
O=C(N/N=C/c1ccc(-c2ccccc2[N+](=O)[O-])o1)c1cncc(Br)c1
 : -9.5 | 0.5 | 0.1 | 27.4 | -1.8 | 1.1 | -2.0 | -11.1 | -5.7
CCCOc1ccc(-c2nnn(CC(=O)c3ccc4c(c3)OCCO4)n2)cc1
 : -16.8 | 1.2 | 3.0 | 24.0 | -18.4 | · | 10.0 | -3.7 | 17.8
O=[N+]([O-])c1ccc(-c2cn(-c3ccccc3F)c(=S)[nH]2)cc1
 : 19.8 | 0.3 | -0.4 | 3.7 | -7.2 | 5.78* | -12.1 | -2.2 | 6.3
Cc1cccc2c1N(CCOc1ccccc1)C(=O)C2=O
 : -3.7 | 0.6 | -0.1 | 3.6 | -36.6 | -1.42 | 0.0 | -4.3 | 18.2
COc1ccc(OC)c(S(=O)(=O)N(C)CC(=O)N2CCN(c3cccc(Cl)c3)CC2)c1
 : 0.1 | -0.8 | -1.9 | -13.1 | -9.2[20 µM] | · | -0.3 | -5.0 | -13.4

Structures shown so far that contain a COOH group:
Each structure is followed by: EBV gp42 block | TRPML3 ag | zfTRPN1 agonist | PPC-1+TRAIL kill | Furin inh | Cl transport mod | Thrombin inh | TbHK1 inh | Calpain2 inh
COc1ccc(C(=O)Nc2ccccc2C(=O)NC(Cc2c[nH]c3ccccc23)C(=O)O)cc1 (centres undefined)
 : -5.5 | 0.6 | 0.1 | 6.5 | -39.3 | -0.897 | -8.7 | 1.2 | 28.4
O=C(O)CCCCCCC1C(=O)NC(=O)N1CCC(O)C1CCCCC1 (centres undefined)
 : -10.3 | 2.8 | 0.6 | 25.4 | -13.3 | -1.82 | 4.2 | 0.8 | -1.6
O=C(O)CN1C(=O)C2C3C=CC(C3)C2C1=O (centres undefined)
 : -27.1 | 0.5 | 1.4 | 16.4 | -28.7 | -0.598 | -1.7 | 20.4 | -13.3
